NCI-60 one-dose screen, 48 h, at 10 µM unless noted. Numbers give growth in % (100 = growth as untreated, 0 = no growth, -100 = all killed).
786-0 – 786-0 renal cancer cells. 81,000 tested, 5.1% active. AID 1794775
U251 – U251 CNS tumor cells. AID 1794753. 80,000 tested, 5.4% active
CAKI-1 – CAKI-1 renal cancer; 75,000 tested, 4.7% active
SF-268 – SF-268 CNS cancer cells; 82,000 tested, 3.1% active
SN12C – SN12C renal cancer cells. 81,000 tested, 3.8% active. AID 1794767
SF-295 – SF-295 CNS cancer cells. 79,000 tested, 5.6% active
TK-10 – TK-10 renal cancer cells; AID 1794769; 81,000 tested, 3.9% active
UO-31 – UO-31 renal cancer | 81,000 tested, 5.2% active | AID 1794768
Active calls of the source: *; . = no result given; & = joins results of further samples; ! = not confirmed by another sample; [ ] = another dose, or the depositor's remark. Rule for the calls: active = growth percent below 10; inactive = the rest.

#	Structure	U251	SN12C	SF-268	TK-10
1	COc1cc(CCCc2c3[n+](cc4c(OC)c(OC)ccc24)CCc2cc4c(cc2-3)OCO4)cc(OC)c1OC	83	98	104	100
2	COc1ccc2c(CCC(c3ccccc3)c3ccccc3)c3[n+](cc2c1OC)CCc1cc2c(cc1-3)OCO2	10	0.0*	20	8.1*
3	COc1ccc2nc(C)c(-c3cc(-c4cc(OC)c(OC)c(OC)c4)nc(N)n3)nc2c1	95	91	93	115
4	CC[C@H](CC[C@@H](C)[C@H]1CC[C@H]2[C@@H]3CC[C@@H]4CC(=O)/C(=C\c5cccnc5)C[C@]4(C)[C@H]3CC[C@]12C)C(C)C	106[100 µM]	101[100 µM]	106[100 µM]	120[100 µM]
5	O=C1c2cccc(NCc3ccccn3)c2C2CC=CCN12 (stereo not given)	.	106	100	129
6	CC(=O)C(CC(C)C)C(C)=O	94	108	111	106
7	NNC(=O)CCC(NC(=O)OCc1ccccc1)C(=O)NN (stereo not given)	102	109	103	95
8	O[C@@H]1Cc2ccc3ccccc3c2N[C@H](c2ccoc2)C1	100	103	105	106

#	SF-295	UO-31	CAKI-1	786-0
1	94	100	98	98
2	-16*	46	60	15
3	94	69	113	93
4	107[100 µM]	82[100 µM]	86[100 µM]	102[100 µM]
5	92	69	91	101
6	90	98	101	101
7	100	91	102	103
8	110	82	97	108

Following part:
#	Structure	U251	SN12C	SF-268	TK-10
9	CC(C)c1ccc(NCc2cn(-c3ccc(C(=O)O)cc3)nc2-c2cc(C(F)(F)F)cc(C(F)(F)F)c2)cc1	86	86	88	118
10	CC(=O)OC(C)(C#N)C(C)(C#N)OC(C)=O (stereo not given)	96	119	110	105
11	COc1ccc(Cn2cc3c(c2-c2cc(OC)c(OC)c(OC)c2)CCCc2cnoc2-3)cc1N	33	40	58	79
12	CN(C(=O)c1cccc(C(F)(F)F)c1)c1sc2c(c1C#N)CCC(=O)C2	95	106	102	124
13	Nc1cccc(S(=O)(=O)O)c1	96	107	104	105
14	COc1cc(/C=C2\C(=O)N(c3cccc(Cl)c3)N=C2C)cc(OC)c1O	97	98	98	99
15	O=C1C(=O)N(CCCCn2cc(-c3ccc(F)cc3)nn2)c2ccccc21	.	101	100	108
16	COc1ccc(C(=NNS(=O)(=O)c2ccc(C)cc2)c2ccccc2)cc1OC	96	99	95	97

#	SF-295	UO-31	CAKI-1	786-0
9	98	79	64	91
10	.	85	106	110
11	0.0*	38	31	38
12	101	72	92	116
13	108	91	96	97
14	97	78	83	105
15	100	80	94	97
16	88	77	81	99

Next records follow:
#	Structure	U251	SN12C	SF-268	TK-10
17	CCOC(=O)CC[C@H](N)C(=O)O	100[20 µM]	95[20 µM]	97[20 µM]	86[20 µM]
18	Brc1ccc(-c2nc(Br)cn3ccnc23)cc1	88	80	94	118
19	COc1ccc(-c2nc(SCC(C)C)nc(Nc3ccc([N+](=O)[O-])cc3)c2C#N)cc1	81	72	93	73
20	CCN(CC)CC(C)(C)C(=O)/C=C/c1ccccc1	86	41	91	92
21	Cc1c[nH]c(=O)[nH]c1=O	99	99	99	84
22	N#CC1(C(N)=O)OC12CCS(=O)(=O)c1ccccc12 (stereo not given)	99	108	101	105
23	OCC1(CO)CC=CCC1	.	110	99	108
24	O=C1N(O)C2(C=CCCC2)/C(=N/O)C12CCCCC2 (stereo not given)	101	102	92	103

#	SF-295	UO-31	CAKI-1	786-0
17	99[20 µM]	84[20 µM]	92[20 µM]	98[20 µM]
18	86	50	72	104
19	84	80	.	95
20	88	.	50	60
21	104	87	102	97
22	107	95	102	96
23	93	85	93	99
24	109	87	97	105

The list continues.
#	Structure	U251	SN12C	SF-268	TK-10
25	NCc1c(O)ccc2ccccc12	103	91	97	108
26	O/N=C(\CSc1nnc(-c2ccc(Cl)cc2)o1)c1ccccc1	103	.	103	107
27	O=C(C[n+]1cccc2c3ccccc3ccc21)c1ccc(Cl)cc1	54	54	83	65
28	CCOc1ccc2c(c1)C(C)=CC(C)(C)N2	98	98	109	107
29	COc1cc(-c2cc(-c3nc4ccccc4[nH]3)[nH]n2)cc(OC)c1OC	56	66	73	70
30	COc1ccccc1/C=N\N=C(N/N=C/c1ccccc1OC)N/N=C/c1ccccc1OC	15&39	28&77	26&64	58&110
31	CCOc1ccc(NC(=O)CSc2oc(-c3ccccc3)nc2S(=O)(=O)c2ccc(C)cc2)cc1	41	85	54	82
32	CCCSc1nc2ccc(C)cc2cc1/C=N/O	61	92	79	102

#	SF-295	UO-31	CAKI-1	786-0
25	75	81	74	103
26	99	93	96	97
27	47	32	74	52
28	91	76	105	107
29	.	40	39	58
30	52	-10*!	34&44	36&74
31	48	103	84	66
32	95	62	86	101

Compound profiles, from the list above.
Profile of Cc1c[nH]c(=O)[nH]c1=O = U251: 99; SN12C: 99; SF-268: 99; TK-10: 84; SF-295: 104; UO-31: 87; CAKI-1: 102; 786-0: 97
Profile of CCOc1ccc2c(c1)C(C)=CC(C)(C)N2 = U251: 98; SN12C: 98; SF-268: 109; TK-10: 107; SF-295: 91; UO-31: 76; CAKI-1: 105; 786-0: 107

(list continues)
#	Structure	U251	SN12C	SF-268	TK-10
33	O=CNc1cccc(-n2cnc3cc(-c4ccc(O)cc4)ccc32)c1	25	23	41	79
34	COc1ccc([N+](=O)[O-])cc1C(=O)Nc1cccc(C2CC(=O)c3c(cc(OC)c(OC)c3OC)O2)c1 (stereo not given)	93	72	69	100
35	Cc1cc(=O)n2n1-c1ccc3ccccc3c1NC2c1ccccn1 (stereo not given)	107	102	100	126
36	CC(=O)C1/C(=N/O)CON(Cc2ccccc2)C1c1ccccc1 (stereo not given)	96	99	96	99
37	N#Cc1c(-c2ccccc2)nc2c(N=Nc3ccc(S(N)(=O)=O)cc3)c(N)nn2c1N	83	76	82	107
38	CCN1C(=O)CC2CCCC1C2 (stereo not given)	105	99	102	108
39	CN(Cc1ccccc1)c1nc(Cl)c(C2CC(c3ccc4c(c3)OCO4)=NN2C=O)s1 (stereo not given)	99	106	89	96
40	COc1cc(/C=C2/Oc3c(c(OC)c4ccoc4c3CN3CCOCC3)C2=O)ccc1O	95	103	97	109

#	SF-295	UO-31	CAKI-1	786-0
33	25	10	42	39
34	87	51	55	79
35	112	71	92	99
36	99	87	88	96
37	106	75	91	91
38	107	73	92	100
39	96	74	75	83
40	101	85	.	100

Additional records follow.
#	Structure	U251	SN12C	SF-268	TK-10
41	CCCCCCCCCCCCCCCCNC(=O)Nc1cc(Cl)ccc1Cl	107	100	93	115
42	COc1ccc(COc2ccc(/C=C3\C(=O)Nc4cc(Cl)ccc43)cc2OC)cc1	106	96	100	164
43	CN1C(=O)/C(=C/c2ccc(C(=O)Nc3ncc(Cc4ccc(Cl)cc4Cl)s3)cc2)SC1=S	73	36	47	71
44	CN(C)CC(=O)Nc1nc(-c2cccc(NS(=O)(=O)c3cccc4c(N(C)C)cccc34)c2)cs1	83	75	96	107
45	C#CCC1(c2cc(OC)c(OC)c(OC)c2)NS(=O)(=O)c2ccccc21 (stereo not given)	104	.	102	97
46	Cc1nc(N)nc(N)c1-c1ccc(Cl)c(Cl)c1	108	63	103	112
47	COc1ccc(CN2[C@H](C(=O)NCCCCCCC(=O)NO)Cc3c([nH]c4ccccc34)[C@H]2C2CC2)cc1	-21*	7.9*	15	-20*
48	NC(N)=Nc1ccc(Oc2cccc(Oc3ccc(Cl)c(C(F)(F)F)c3)c2)cn1	-82*	-87*	65	-27*

#	SF-295	UO-31	CAKI-1	786-0
41	105	82	88	103
42	102	81	.	107
43	11	40	30	53
44	70	70	79	90
45	99	93	95	101
46	316	82	164	99
47	-59*	7.7*	4.0*	17
48	-94*	50	9.0*	-82*

Other records:
#	Structure	U251	SN12C	SF-268	TK-10
49	COc1cc2oc(-c3ccc(NC(=O)c4ccc(F)cc4)cc3)cc(=O)c2c(OC)c1OC	103	99	101	93
50	CCCCC/C=C/C/C=C/CCCCCCCCNC(=O)Nc1ccc(OCC)cc1	103	116	132	102
51	O=C1/C(=C/c2ccccc2Br)COc2ccc(O)cc21	46	50	86	105
52	CCC(C)(C)N	100	102	110	113
53	CCCCN(CCCC)CNC(=O)c1ccccc1	101	97	95	102
54	CCOC(=O)C(C#N)C(C)(C)C#N (stereo not given)	106	98	111	114
55	CCN(CC)c1nc(Cl)nc(Nc2ccc3cc(-c4ccccc4)c(=O)oc3c2)n1	101	107	109	113
56	Cc1nn(-c2ccccc2)c2nc(C)n(CC(=O)N/N=C/c3cccc([N+](=O)[O-])c3)c(=O)c12	98	89	97	103

#	SF-295	UO-31	CAKI-1	786-0
49	101	84	92	87
50	99	89	92	111
51	99	59	72	73
52	.	90	102	104
53	84	83	91	102
54	.	89	93	113
55	101	77	129	106
56	101	70	88	84

Compounds listed so far with two or more sulfur atoms (three):
#	Structure	U251	SN12C	SF-268	TK-10
31	CCOc1ccc(NC(=O)CSc2oc(-c3ccccc3)nc2S(=O)(=O)c2ccc(C)cc2)cc1	41	85	54	82
43	CN1C(=O)/C(=C/c2ccc(C(=O)Nc3ncc(Cc4ccc(Cl)cc4Cl)s3)cc2)SC1=S	73	36	47	71
44	CN(C)CC(=O)Nc1nc(-c2cccc(NS(=O)(=O)c3cccc4c(N(C)C)cccc34)c2)cs1	83	75	96	107

#	SF-295	UO-31	CAKI-1	786-0
31	48	103	84	66
43	11	40	30	53
44	70	70	79	90

The listing continues.
#	Structure	U251	SN12C	SF-268	TK-10
57	O=C(/C=C/c1ccccc1)N[C@@H](CO)Cc1ccc(O)cc1	95	104	106	103
58	CCCCCSC1CCCC1	102	103	104	103
59	O=C(OCCSCCOC(=O)C1CC=CCC1)C1CC=CCC1 (stereo not given)	102	107	102	114
60	C/C(CCc1ccc(O)cc1)=N\O	108	102	99	104
61	Nc1ccccc1-c1cc2c(c3c1[nH]c1ccccc13)-c1ccccc1C2	92	99	91	86
62	COC1CC(=O)C2OC(c3ccccc3)OCC2O1 (stereo not given)	103	98	103	115
63	C=C1CCC2C3(C)COC(c4cccc(F)c4)OC3CCC2(C)C1C/C=C1/C(=O)OCC1O (stereo not given)	-90*	4.1*	68	-6.0*
64	COc1cc(C2C(C#N)=C(N)OC3=C2C(=O)c2ccccc2C3=O)ccc1O (stereo not given)	109	101	96	112
65	Nc1nc(-c2ccc(F)cc2)cc(-c2cc(-c3ccc(F)cc3)nc(N)n2)n1	109	107	107	108

#	SF-295	UO-31	CAKI-1	786-0
57	98	86	91	96
58	93	100	101	103
59	129	81	98	106
60	98	92	.	100
61	103	73	78	82
62	101	96	102	100
63	3.0*	-63*	11	-85*
64	101	76	89	106
65	101	92	97	106
